ALOX12 inh: blocks human arachidonate 12S-lipoxygenase. Potency, µM (top dose mostly 108 µM), for the others: at the top dose activity change, negative = inhibition, actives largely listed as inhibitors. 580,000 compounds, 1.1% hits. P18054. purified 12hLO, xylenol orange hydroperoxide absorbance; note: % is set by controls: 0 for no effect and ±100 for the full control effect
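Hydroperoxide product was detected by ferrous iron/xylenol orange as the 573 to 405 nm absorbance ratio. Arachidonic acid at 40 uM (final) was turned over for 30 min at room temperature by 150 nM human 12hLO, pH 7.0 Hepes buffer, after 15 min compound preincubation.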
PGK inhibitor: T. brucei PGK inhibition; P07378; PGK/GAPDH coupled, Kinase-Glo luminescence, 60 min; Potency, µM (doses to about 57.5 µM), without a hit: top-dose activity change, negative = inhibition, most hits filed as inhibitors; 380,000 compounds, 0.043% hits; note: % is set by controls: 0 for no effect and ±100 for the full control effect; nearly all actives have a fitted effect of over 60% in size
Target sequence (P07378 whole entry, looked up): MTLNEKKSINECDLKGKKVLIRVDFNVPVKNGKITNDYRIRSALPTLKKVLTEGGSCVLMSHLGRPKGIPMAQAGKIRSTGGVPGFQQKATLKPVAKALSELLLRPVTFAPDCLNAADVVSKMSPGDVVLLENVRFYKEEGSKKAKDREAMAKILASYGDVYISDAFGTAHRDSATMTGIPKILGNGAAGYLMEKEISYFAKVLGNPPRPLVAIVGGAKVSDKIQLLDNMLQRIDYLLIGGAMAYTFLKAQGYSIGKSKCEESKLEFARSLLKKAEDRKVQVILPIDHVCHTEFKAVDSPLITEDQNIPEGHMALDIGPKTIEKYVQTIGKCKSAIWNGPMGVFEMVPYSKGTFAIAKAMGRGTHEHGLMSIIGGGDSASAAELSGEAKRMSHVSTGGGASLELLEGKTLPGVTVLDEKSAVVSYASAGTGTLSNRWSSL
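Recombinant glycosomal PGK reaction used 1,3-bisphosphoglycerate generated in-well by GAPDH (100nM final) in 100mM TEA pH 7.6, 5mM MgCl2, 0.01% Tween-20. After 60 minutes at room temperature, ATP was read by Kinase-Glo Plus luminescence end-point.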
JMJD2A Tudor inh: inhibitors of human JMJD2A Tudor domain; Potency, µM (highest dose often 114 µM), for the others: at the top dose activity change, negative = inhibition, most hits filed as inhibitors; O75164; 390,000 compounds, 4.4% hits; AlphaScreen JMJD2A-Tudor / H3K4me3 peptide binding; note: % is set by controls: 0 for no effect and ±100 for the full control effect; nearly all actives have a fitted effect of over 50% in size
ERG-DNA inh: inhibitors of human ERG Ets domain-DNA interaction. 370,000 compounds, 0.028% hits. fluorescence polarization, His-ERG Ets domain / labelled DNA. Potency, µM (doses to about 76.9 µM), for inactives: top-dose FP activity, negative = inhibition, most hits filed as inhibitors; active = well fitted inhibition curve with a large enough effect in the polarisation, with a control signal flat; inconclusive = small, poorly fitted or top-dose-only effect, or effect the other way, or a change in a side signal; inactive = no such curve, though single readings can be large or run the other way; the % refers to the polarisation;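 note: polarization taken with two DNA probes labelled with fluorescein and Texas red; % of control where 0% means no effect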
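His-tagged ERG Ets domain (1 uM in the protein solution; 300mM KCl, 50mM Tris-HCl, 1mM EDTA, 1mM DTT, pH 7.5) received compound, then a probe mix of 5 nM fluorescein-DNA and 100nM Texas-615-DNA. Fluorescence polarization was read for both dyes.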
TrxR1 inh: blocks rat thioredoxin reductase 1; recombinant rTrxR1, NADPH fluorescence consumption, selenite substrate; Potency, µM (titrated, usually from 114 µM), without a hit: top-dose activity change, negative = inhibition, hits mostly inhibitors; AID 588453; 390,000 compounds, 1% hits; O89049; note: % is set by controls: 0 for no effect and ±100 for the full control effect; nearly all actives have a fitted effect of over 65% in size
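Rat TrxR1 (90 nM in the dispensed reagent) was pre-reduced with 400 uM NADPH for 5 min at room temperature, then incubated with compound for 15 min. After 400 uM selenite was added, NADPH fluorescence (Ex 340/Em 450 nm) was followed for 8 min.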
Pin1 inh: inhibitors of human Pin1 | 390,000 compounds, 0.009% hits | Potency, µM (doses to about 115 µM), for the others: top-dose activity, negative = inhibition, hits mostly inhibitors | Q13526 | Pin1 FP peptide displacement, HiFluor488, 10 min; active = well fitted inhibition curve with a large enough effect in the polarisation, with a control signal flat, not every such curve was filed as active; inconclusive = small, poorly fitted or top-dose-only effect, or effect the other way, or a change in a side signal; inactive = no such curve, though single readings can be large or run the other way; the % refers to the polarisation; note: % is set by controls: 0 for no effect and ±100 for the full control effect
Target sequence (Q13526 whole entry, looked up): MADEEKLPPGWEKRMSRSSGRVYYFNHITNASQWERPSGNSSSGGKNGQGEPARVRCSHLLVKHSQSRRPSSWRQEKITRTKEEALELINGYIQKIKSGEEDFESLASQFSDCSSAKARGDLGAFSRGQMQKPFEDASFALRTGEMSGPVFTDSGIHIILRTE
GLS inhibitor: inhibitors of human glutaminase (GLS). 410,000 compounds, 0.21% hits. O94925. GLS enzymatic activity, qHTS titration. Potency, µM (top dose mostly 45.5 µM), for the others: at the top dose activity change, negative = inhibition, usual class: inhibitors; note: % is set by controls: 0 for no effect and ±100 for the full control effect
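Two-point fluorescence kinetic (t0, 30 min RT) for hKGA; glutamate detected via glutamate oxidase–HRP–Amplex Red. Substrate: 1 mM L-glutamine solution; buffer 45 mM KH2PO4, pH 8.2.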
HP1b chromo inh: inhibitors of HP1-beta chromodomain binding to methylated histone tails | AlphaScreen HP1-beta / biotin-H3K9me3 peptide binding | Potency, µM (doses to about 114 µM), inactives show at the highest dose activity change, negative = inhibition, hits mostly inhibitors | 390,000 compounds, 0.56% hits; note: nearly all actives have a fitted effect of over 70% in size; inactives centre near 23
Target sequence (P83916 whole entry, looked up): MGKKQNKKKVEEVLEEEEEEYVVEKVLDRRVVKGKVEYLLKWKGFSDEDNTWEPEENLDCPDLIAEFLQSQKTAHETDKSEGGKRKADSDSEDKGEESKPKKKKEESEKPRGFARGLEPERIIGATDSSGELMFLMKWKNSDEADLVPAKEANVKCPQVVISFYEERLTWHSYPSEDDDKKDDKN
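HP1-beta protein (50 nM final) preincubated 30 min at room temperature with biotinylated H3(1-18)K9me3 peptide (50 nM) in PBS pH 7.4, 0.01% Tween-20, then compound added for 30 min. AlphaScreen streptavidin donor/nickel chelate acceptor beads (10 ug/mL final), 30 min dark, luminescence read.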
RGS4 inhibitor: human RGS4 inhibition. P49798. Transcreener GDP fluorescence polarization, RGS4-accelerated GTP hydrolysis. Potency, µM (titrated, usually from 114 µM), without a hit: at the top dose activity change, negative = inhibition, actives largely listed as inhibitors. 390,000 compounds, 0.039% hits. AID 504845; note: % is set by controls: 0 for no effect and ±100 for the full control effect; nearly all actives have a fitted effect of over 75% in size; some results filed as inactive show a strong effect at the top dose
Target sequence (P49798 whole entry, looked up): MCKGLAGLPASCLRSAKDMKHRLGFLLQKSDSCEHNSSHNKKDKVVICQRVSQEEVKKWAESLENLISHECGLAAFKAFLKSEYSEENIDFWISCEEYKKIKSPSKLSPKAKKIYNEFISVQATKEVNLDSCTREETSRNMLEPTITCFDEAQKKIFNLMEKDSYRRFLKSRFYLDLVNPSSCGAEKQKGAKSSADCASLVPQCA
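MLSMR compounds (23 nl, pin-transferred) preincubated 10 min at room temperature with a 500nM (2x) first reagent, then RGS4 at 900nM (2x) plus Transcreener GDP mix added; fluorescence polarization (620/688 nm) read before and after 90 min at 30 °C.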
An asterisk follows results filed as active; i = inactive; ? = inconclusive; . = not tested or not shown; [ ] = another dose, or the depositor's remark. Unless noted, calls come from the whole dose curve; as a rule, active = well fitted curve in the direction sought with a large enough effect; inconclusive = small, poorly fitted or top-dose-only effect, or another doubt; inactive = no such curve, though single readings can be large; an effect the other way counts as inactive or inconclusive. Potency is the fitted concentration of half-maximal effect. Not all compounds are listed; count on the stated rates, not on these rows.

SMILES | ALOX12 inh | PGK inhibitor | JMJD2A Tudor inh | ERG-DNA inh | TrxR1 inh | Pin1 inh | GLS inhibitor | HP1b chromo inh | RGS4 inhibitor
O=C(NC(=S)Nc1ccccc1[N+](=O)[O-])c1cncc(Br)c1 | ? | i | -29% | 5% | ? | 2% | 3% | -10% | -24%
COc1ccc(C(=O)NCCS(=O)(=O)N2CCc3ccccc3C2)cc1 | 11% | -2% | 2% | 22% | 1% | -2% | 6% | 23% | -51%
COc1cc(/C=N/NS(=O)(=O)c2ccc3ccccc3c2)ccc1OCCN1CCOCC1 | 10% | 1% | ? | -3% | -10%[57.1 µM] | -2% | -2% | -5% | -1%
O=C(Nc1cccc(C(=O)N2CCCCC2)c1)c1nsc2ccccc12 | -25% | -13% | -25% | 0% | 25%[57.1 µM] | 3% | 0% | 13%[57 µM] | 0%
O=C(NCCNC(=O)c1ccco1)c1cccc(F)c1 | 3% | -1% | 4% | 4% | -18% | -4% | -7% | 49%[activator] | 4%
COc1ccc(Cl)cc1NC(=O)CSc1cc(C)[nH]c(=O)n1 | -18% | i | -9% | 0% | -13%[57.1 µM] | 6% | -3% | 28% | -9%
COc1ccc(-c2nc[nH]c2[N+](=O)[O-])cc1 | -10% | i | -11% | 10% | 6% | -1% | 23% | 19% | -26%
Cc1ccc(Sc2ncccc2/C=N/O)cc1 | 3% | -8% | ? | -8% | 10% | 5% | -2% | 17% | -29%
O=C(NCc1ccccc1Cl)c1ccc(Nc2nc3ccccc3n3nnnc23)cc1 | -14% | 2% | 2% | -5% | 12% | 48%[activator] | -1% | 20% | 6%
CCCCn1cc(S(=O)(=O)c2ccc(Cl)cc2)c(=O)c2cc(F)c(N3CCCC(C)C3)cc21 (centres undefined) | -20% | 10% | -7% | 3% | 22% | -1% | 3% | 55%[activator] | 33%
COc1ccc(C(=O)O)cc1N1C(=O)Nc2ccccc2N1O | 45µM* | -9% | -3% | 6% | -11% | -1% | 10% | 44%[activator] | -25%
N#C/C(=C\c1cccs1)Sc1nc2ccccc2s1 | -6% | 12% | 13% | 8% | -7% | 51%[activator] | 10% | 90%[activator] | 12%
CCOC(=O)c1ccc(NC(=O)Oc2ccccc2)cc1 | 4% | -3% | -21% | -15% | -8% | -4% | 10% | 17% | 44%
Cc1ccc(-n2cccn2)cc1 | 5% | -2% | -5% | 10% | 19%[57.1 µM] | -3% | 14% | 33% | -7%
Cc1ccc(NS(=O)(=O)c2cc(C(=O)O)ccc2Cl)cc1 | 24% | 2% | ? | 3% | 5%[57.1 µM] | -8% | 11µM* | -3% | -33%
CC1Cc2ccccc2N1CC(=O)Nc1ccc2c(c1)OCO2 (centres undefined) | ? | -3% | ? | ? | -2% | -1% | 32%[activator] | 11% | -17%
CC(=O)c1ccc(NC(c2ccc(F)cc2)c2nnc(-c3ccccc3)o2)cc1 (centres undefined) | -19% | -10% | -1% | -11% | 2%[57.1 µM] | 1% | 17% | 12% | -9%
CCc1noc(C)c1C(=O)NCCc1ccc(F)cc1 | -12% | -1% | -14% | -6% | 23% | 0% | -3% | 16% | 3%
COc1cccc(COc2ccc(N(C)S(=O)(=O)c3ccccc3)cc2)c1 | 7% | 9% | 13% | -4% | 14%[57.1 µM] | -1% | -1% | 55%[activator] | -22%
COc1cccc(NC(=O)C2CCCN2C(=O)Nc2cccc(F)c2)c1 (centres undefined) | 0%[57.4 µM] | 1% | -4% | 0% | 12% | -2% | 3% | 46%[activator] | 7%

Three compounds from above, showing only JMJD2A Tudor inh and Pin1 inh:
Molecule	JMJD2A Tudor inh	Pin1 inh
Cc1ccc(NS(=O)(=O)c2cc(C(=O)O)ccc2Cl)cc1	?	-8%
O=C(NCCNC(=O)c1ccco1)c1cccc(F)c1	4%	-4%
Cc1ccc(-n2cccn2)cc1	-5%	-3%

(next part)
SMILES | ALOX12 inh | PGK inhibitor | JMJD2A Tudor inh | ERG-DNA inh | TrxR1 inh | Pin1 inh | GLS inhibitor | HP1b chromo inh | RGS4 inhibitor
c1cncc(-c2nnc(SCc3cccc4ccccc34)o2)c1 | ? | -1% | -13% | -8% | 17% | -3% | 1% | 43%[activator] | 1%
CCCCN(C(=O)COC(=O)COc1c(C)cc(C)cc1C)c1c(N)n(CCC)c(=O)[nH]c1=O | -12% | -9% | -18% | 5% | 14% | -9% | 4% | 6% | 8%
CC1=C(C(=O)NCc2ccccc2)C(c2cccs2)NC(=S)N1 (centres undefined) | ? | -8% | -15% | -3% | 16% | -7% | 4% | 2% | -14%
Cc1cc(NC(=O)c2ccccc2Cl)ccc1NC(=O)c1ccccc1Cl | 21% | -8% | 3% | 2% | 1% | 9% | -12% | 36% | -5%
CN(CCC#N)C(=O)CSc1ncnc2sc(-c3ccccc3)cc12 | -11% | -4% | -14% | -13% | -4% | 7% | 4% | 11% | 17%
COc1ccc(NC(=O)C2CC(=O)NC3=C2C(=O)CC(C)(C)C3)cc1 (centres undefined) | -22% | 8% | 0% | 2% | 4% | -8% | 3% | 25% | -31%
Cc1c(CC(=O)N[C@@H](C)C(=O)O)c(=O)oc2cc3occ(-c4ccccc4)c3cc12 | -3% | . | -23% | -5% | 11% | ? | 14% | 9% | ?
Cc1occc1C(=O)Nc1ccc([N+](=O)[O-])cc1Br | 486%[activator] | -4% | -29% | 8% | 19% | -13% | -6% | 55%[activator] | ?
CC(=O)N1CCSc2ccc(S(=O)(=O)NCCc3cccc(C)c3)cc21 | -15% | i | -15% | 12% | 13% | 1% | 0% | 33% | -28%
Cc1c(C(=O)Oc2cc(N)n(S(C)(=O)=O)n2)cccc1[N+](=O)[O-] | -2% | 8% | -22% | 2% | 25µM* | -10% | -9% | 8% | -35%
Cc1ccc2cc(CN(Cc3ccccc3)Cc3nnnn3C3CCCC3)c(=O)[nH]c2c1 | -31%[57.4 µM] | 0% | -27% | . | 15% | 5% | -1% | 14% | -34%
O=C(COC(=O)c1ccco1)Nc1ccc2c(c1)OCO2 | -20% | -1% | -1% | 8% | -14% | -3% | 8% | 31% | -6%
Cc1cc(C)c(NC(=O)COc2ccc3c(C)cc(=O)oc3c2)c(C)c1 | ? | i | -19% | -8% | -32% | 10% | 1% | 10% | -22%
CC1Nc2ncnc(N3CCN(c4ccccc4)CC3)c2N(Cc2ccc(Br)cc2)C1=O (centres undefined) | ? | -10% | ? | 18% | 3%[57.1 µM] | 9% | 7% | -15% | 7%
O=C(Cn1nc(C(=O)O)c2ccccc2c1=O)Nc1cc(Cl)cc(Cl)c1 | ? | -1% | -16% | 4% | -7%[57.1 µM] | 10% | -7% | 6% | -2%
CC(Sc1nc2ccccc2s1)C(=O)Nc1nnc(C(C)C)s1 (centres undefined) | . | -5% | 10% | 6% | 8%[57.1 µM] | 3% | 3% | 45%[activator] | -19%
CC(=O)Nc1nc2nc(-c3ccccc3)cc(-c3ccccc3)n2n1 | 27% | -1% | -16% | -2% | 13% | 15% | 1% | 45%[activator] | -7%
O=C(Oc1cccc(NC(=O)c2ccco2)c1)c1cccc(S(=O)(=O)N2CCCC2)c1 | -22% | -6% | -18% | -12% | 5% | 18% | -12% | 12% | 38%
c1ccc(-c2csc(-c3cccnc3)n2)cc1 | 9% | -2% | 9% | -8% | 16%[57.1 µM] | 0% | 4% | 56%[activator] | -7%
CCN(CC)S(=O)(=O)c1cc(NC(=O)COC(=O)c2ccc(NC(=O)CC#N)cc2)ccc1C | 11% | 4% | -12% | 10% | 12% | 26% | 3% | 11% | 28%
O=C(NCCc1ccccc1)c1nccc2ccccc12 | -10% | i | -4% | -9% | 31% | -7% | -2% | 58%[activator] | 1%
COc1ccc(S(=O)(=O)NCCCN2CCCC2=O)cc1OC | 0% | -4% | -4% | -8% | -1% | 4% | -17% | 16% | 36%
COc1ccccc1C(C)NCC(=O)NCc1ccc(C)cc1 (centres undefined) | 9% | 0% | -7% | -29% | 10%[57.1 µM] | -7% | 2% | 7% | 4%
C/C(N)=C(/C#N)C(=O)COC(=O)c1cc(-c2ccc(C)cc2)nc2ccccc12 | ? | -7% | -6% | -1% | -3% | 0% | 2% | 9% | -27%
CCOc1ccccc1NC(=O)COC(=O)COc1c(Cl)cc(Cl)c2ccc(C)nc12 | 11% | -3% | 11% | 9% | 6% | 2% | -3% | 53%[activator] | -15%
CCOC(=O)c1ccccc1OCc1cc(/C=N/n2cncn2)ccc1OC | -15% | 2% | -9% | -2% | 16%[57.1 µM] | 10% | -8% | 41%[activator] | -31%
COC(=O)c1c(NC(=O)CSc2nccn2C)sc(C)c1C | -5% | 1% | -34% | -11% | -4% | 2% | 15% | -19% | -5%
Clc1ccccc1-c1ccc2ncnc(NCc3ccc4c(c3)OCO4)c2c1 | ? | -5% | ? | . | -1%[57.1 µM] | -8% | 4% | 28% | -17%
CCOC(=O)c1c(C)[nH]c(C)c1S(=O)(=O)N(C)CC(=O)Nc1ccccc1C | -1% | 1% | -8% | -2% | 19% | 1% | 5% | 2%[57 µM] | 10%
COc1ccc(CSc2nc3ccncc3n2Cc2nc(-c3ccc(OC)c(OC)c3)oc2C)cc1 | -19% | -8% | ? | 8% | 1% | 44%[activator] | -3% | 27% | 10%
Cc1noc(C)c1C(=O)Nc1ccccc1N1CCOCC1 | 9% | i | -6% | 11% | 8% | -3% | -2% | 27% | -9%
